# pCIP destab = compounds decreasing mouse p/CIP protein stability. Q05BA5. F442A p/CIP-EGFP cells, EGFP fluorescence, 16 h. decrease of EGFP signal, % at 10 µM. actives 0.01% (n = 290,000);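 active means EGFP signal decrease of at least 30% at 10 µM or well 3 SD below plate mean, unless failing retest; inactive means the rest, including hits failing retest or dose response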; further: some compounds called inactive have numbers as strong as hits; many of its hits are not listed in these tables
# MEKK3 PB1 HTS = modulators (inhibitors or enhancers) of MEK5 binding to human MEKK3 PB1 domain. Q99759. bead-based flow cytometry, Alexa488-MEK5 binding to MEKK3; actives lie on both sides; 0 = blocked by unlabeled MEK5, 100 = vehicle. binding response (% of control), % at 10 µM. actives 1.4% (n = 290,000);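 active means binding response more than 3 SD above or below the average of its plate-row segment, actives on both sides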;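 further: Alexa488 bead fluorescence after subtracting the streptavidin-only scavenger bead signal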
# Target sequence (Q99759 whole entry, looked up, the tested form may be a part): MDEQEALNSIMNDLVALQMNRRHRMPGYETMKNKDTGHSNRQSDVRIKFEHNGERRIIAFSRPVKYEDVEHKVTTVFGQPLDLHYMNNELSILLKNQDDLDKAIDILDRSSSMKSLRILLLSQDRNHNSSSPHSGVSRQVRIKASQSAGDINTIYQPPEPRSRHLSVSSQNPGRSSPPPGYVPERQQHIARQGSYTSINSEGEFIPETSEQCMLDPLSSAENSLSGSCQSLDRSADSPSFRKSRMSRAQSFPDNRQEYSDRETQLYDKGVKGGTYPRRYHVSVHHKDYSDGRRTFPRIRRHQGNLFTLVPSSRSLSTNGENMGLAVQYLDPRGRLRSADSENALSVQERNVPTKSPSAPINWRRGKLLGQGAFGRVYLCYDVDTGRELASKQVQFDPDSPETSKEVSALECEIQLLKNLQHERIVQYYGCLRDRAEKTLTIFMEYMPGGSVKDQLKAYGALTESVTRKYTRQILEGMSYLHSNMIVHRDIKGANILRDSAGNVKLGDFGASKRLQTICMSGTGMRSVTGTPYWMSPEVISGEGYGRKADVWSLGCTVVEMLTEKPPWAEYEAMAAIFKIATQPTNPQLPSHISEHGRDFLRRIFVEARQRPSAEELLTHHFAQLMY
# IDE inh = inhibitors of human insulin-degrading enzyme in cells. inhibition, % at 5.59 µM. AID 434962. HEK cells, FAbetaB cleavage, fluorescence polarization. actives 0.41% (n = 320,000);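 active means percent inhibition above the average of all tested compounds plus 3 SD, set per screening campaign, cut at about 16% in these data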;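 further: IDE supplied by intact live HEK cells; FP after avidin binding of uncleaved biotin substrate so inhibition keeps polarization high; 0% = DMSO wells and 100% = 60 µM reference IDE inhibitor Ii1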
# CRFR2-BP antag = CRF-BP/CRF-R2 complex antagonism. HEK293 CRF-R2/CRF-BP, CRF-induced calcium fluorescence. inhibition, % at 11.8 µM. actives 0.59% (n = 350,000). AID 588475;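 active means inhibition of the ligand-induced calcium signal above about 50% at the single tested concentration, limit read from the data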
# IDE cell activ = IDE (human) activation, cell-based; HEK cells, FAbeta-B cleavage, fluorescence polarization; 0% vehicle, 100% cell-free pure enzyme wells; activation, % at 5.96 µM; actives 0.073% (n = 340,000); P14735; AID 493087;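 active means activation above the mean of all tested compounds plus 3 SD, set per screening campaign, cut at about 17% in these data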
# M4 PAM = potentiates acetylcholine response at human M4 receptor; actives 0.4% (n = 360,000); P08173; CHO-K1 hM4/Gqi5, Fluo-8 calcium fluorescence, ACh EC20; 0% = ACh EC20, 100% = maximal ACh; AID 624126; activation, % at 3 µM;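 active means activation above its plate's cutoff, the mean activation of sample wells plus 3 SD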; further: some results filed as inactive read as strong as hits
# GalR3 antagonist = blocks the human galanin receptor 3; HEK293 GalR3-CNG cAMP membrane potential fluorescence; galR3 body fused to GalR1 C-terminus; inhibition, % at 3 µM; O60755; AID 651719; actives 0.44% (n = 360,000);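 active means inhibition above the screen-wide average plus 3 SD, cut at about 13% in these data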;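 further: forskolin and galanin both at EC90 stimulate the cells; cAMP rise reported by CNG channel membrane potential dye signal; 0% = forskolin plus galanin with DMSO and 100% = forskolin alone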
# PHOSPHO1 inh = blocks human PHOSPHO1 phosphatase activity. recombinant PHOSPHO1, absorbance phosphatase assay. AID 1565. Q8TCT1. actives 1.1% (n = 290,000). inhibition, % at 13.3 µM; in the data active means inhibition above about 60%
# Target sequence (Q8TCT1 whole entry, looked up): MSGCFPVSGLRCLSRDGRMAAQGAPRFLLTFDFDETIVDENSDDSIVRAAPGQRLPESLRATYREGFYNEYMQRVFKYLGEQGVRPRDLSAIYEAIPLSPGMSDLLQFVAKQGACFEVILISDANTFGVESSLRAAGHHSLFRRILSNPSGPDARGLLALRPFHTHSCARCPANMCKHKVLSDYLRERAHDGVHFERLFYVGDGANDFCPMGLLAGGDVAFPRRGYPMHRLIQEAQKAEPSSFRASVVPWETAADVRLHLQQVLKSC
# CRFBP-R2 agonist = agonists of human CRF-binding protein/CRF-R2 receptor complex. activation, % at 13.2 µM. actives 0.46% (n = 350,000). AID 588473. HEK293 CRF-R2/CRF-BP, calcium dye fluorescence (FLIPR); percent of saturating CRF peptide response;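 active means activation of at least 50%, plus an integration ratio under a set limit after plate pattern correction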;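 further: plate controls were neutral control wells without compound for no effect and CRF at EC100 for full effect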
# An asterisk follows results filed as active; nt = not tested or not shown.
SMILES,pCIP destab,MEKK3 PB1 HTS,IDE inh,CRFR2-BP antag,IDE cell activ,M4 PAM,GalR3 antagonist,PHOSPHO1 inh,CRFBP-R2 agonist
CC(C)(C)NC(=S)Nc1cccc(C(F)(F)F)c1,1.0,107.0,1.9,2.4,-2.4,-13.4,-3.8,27.8,16.3
Nc1cc(C(=O)OCC(=O)c2ccc(CC(=O)N3CCOCC3)s2)ccc1Cl,nt,nt,6.7,9.2,-7.9,6.9,-4.9,nt,1.5
O=C(CCCN1C(=O)/C(=C/c2cccs2)SC1=S)NNC(=O)c1ccccc1O,2.7,98.0,-3.5,-37.9,3.4,-0.5,-1.7,-4.0,-2.8
CCOC(=O)c1ccc(NC(=O)Nc2ccc3c4c(cccc24)C(=O)N3CC)cc1,-11.6,100.0,1.7,-22.9,-4.6,8.0,-6.5,17.7,9.1
CC1CCCN(C(=O)CN(C)S(=O)(=O)c2ccc3c(c2)c(=O)n(C)c(=O)n3C)C1 (stereo unspecified),-18.7,101.0,1.4,4.9,6.2,3.0,5.3,59.6,-1.2
N#C/C(=C\c1cn(Cc2cccc(F)c2)c2ccccc12)C(=O)NCc1ccco1,-7.2,88.0,5.0,-21.7,3.7,5.0,-5.2,-6.9,8.5
Cn1c(=O)c2cc(S(=O)(=O)N3CCN(c4cccc(C(F)(F)F)c4)CC3)ccc2n(C)c1=O,3.1,nt,4.1,-11.7,-2.4,-6.0,-1.2,8.2,2.0
Cc1nnsc1C(=O)NNC(=O)Nc1ccccc1,-6.1,108.0,2.4,-0.3,1.1,0.2,-6.4,37.3,0.1
O=C(O)C1C2C=CC(O2)C1C(=O)Nc1ccc(S(=O)(=O)Nc2ccccc2)cc1 (stereo unspecified),-7.7,nt,11.0,53.9*,-22.6,-2.9,-4.8,3.7,-0.5
CCN(C[C@H]1N[C@@](Cc2ccccc2)(C(=O)OC)[C@H]2C(=O)N(C)C(=O)[C@@H]12)C(=O)Nc1ccc(C)cc1,nt,nt,-3.9,17.1,3.9,-0.6,-6.3,nt,-2.7
COc1ccc(S(=O)(=O)N2CCN(C(=O)CSC(=S)N3CCCC3)CC2)cc1,nt,nt,-2.6,0.4,6.6,-3.5,-1.1,nt,0.0
Cn1c(SCc2ccc(C#N)cc2)nnc1-c1ccncc1,-13.2,104.0,3.0,0.4,-3.4,-7.7,-11.2,39.1,-0.4
COc1cccc(NC(=O)CNS(=O)(=O)c2ccc(Cl)cc2)c1,5.1,100.0,5.2,-6.8,4.1,1.1,nt,6.9,0.1
CCOc1ccccc1N1CC(C(=O)N(Cc2nnc(-c3ccccc3Cl)o2)C2CC2)CC1=O (stereo unspecified),nt,nt,3.6,-1.8,6.6,-0.6,-5.7,nt,0.4
COc1ccc(NC(=O)COC(=O)c2cc(OC)c(OC)c(OC)c2)c([N+](=O)[O-])c1,-6.0,84.0,8.2,-4.8,6.5,3.1,8.0,38.3,-1.1
O=C(NCCCn1ccnc1)c1cc(-c2cccnc2)nc2ccc(Br)cc12,-4.6,107.0,-13.8,-18.5,3.2,1.6,-3.0,3.4,-0.1
O=c1cc(O)nc(-c2ccccc2)s1,-1.3,99.0,0.4,-4.2,3.6,4.7,-1.9,43.1,3.2
CC(C)(C)n1nc2c(c1NC(=O)c1ccccc1F)CS(=O)C2 (stereo unspecified),7.7,105.0,3.0,1.3,-3.2,1.8,2.1,10.6,2.9
COc1ccc(N(CC(=O)NCCSCc2ccco2)S(=O)(=O)c2ccccc2)cc1OC,-19.9,103.0,8.1,0.4,-2.0,4.2,-3.4,14.7,-2.2
CCCCn1nc2cc(C(=O)NCCCCc3ccccc3)ccc2c1OCC,-9.4,89.0,7.7,8.3,20.6*,1.2,1.4,-15.2,0.6
CC/C(=N\NC(=O)c1nnn(-c2nonc2N)c1CN(C)c1ccccc1)c1ccccc1,-7.5,103.0,0.9,-27.4,0.2,-3.6,-10.3,12.3,2.9
c1ccc(N2CC[N+]3(CCCC3)CC2)nc1,4.6,nt,2.6,-10.2,2.0,-19.1,0.1,1.9,-1.1
O=C(CN1CCCCCC1)Nc1ccccc1Oc1ccccc1,0.6,105.0,-0.4,2.9,2.2,-22.0,2.7,-16.9,-2.5
CC(Oc1ccccc1)C(=O)Nc1ccc(F)c(S(=O)(=O)N2CCOCC2)c1 (stereo unspecified),nt,nt,nt,-3.1,2.6,1.9,-2.5,nt,1.2
Cn1cc(C(=O)CCl)c2ccccc21,-10.4,103.0,nt,-23.5,1.9,-3.6,-2.0,36.6,0.3
Cc1cc(Br)ccc1NC(=O)CNC(=O)c1cnn(C)c1,nt,nt,4.0,-4.5,4.0,8.9,-3.4,nt,0.4
COc1ccc([N+](=O)[O-])cc1C(=O)C(=O)c1ccccc1,-2.8,105.0,4.2,12.3,3.3,-3.3,-9.8,29.1,-1.7
Cc1ccc2cc(NC(=O)CC(CC(=O)O)c3ccccc3)ccc2n1 (stereo unspecified),-3.5,99.0,1.3,6.7,1.4,6.4,-5.7,29.2,0.1
COc1cc(OC)c(OC)cc1CNC(=O)c1cc(=O)c2ccccc2o1,11.3,101.0,3.3,-3.6,-0.4,1.7,-9.9,6.2,-2.6
COc1cccc(NC(=O)CN(C)C(=O)CC2CCCC2)c1,nt,nt,nt,-13.9,7.6,4.1,-3.8,nt,1.5
Cc1ccc(S(=O)(=O)N2CC3(O)CN(C(=O)OC(C)C)N(C(=O)OC(C)C)CC3(OC(=O)NCC3CCCCC3)C2)cc1 (stereo unspecified),nt,nt,nt,-9.6,nt,-7.0,-3.2,nt,1.5
O=C(CN1C(=O)NC2(CCCC2)C1=O)Nc1nc(-c2ccccc2)cs1,nt,nt,1.6,-5.6,-1.4,10.8,-4.1,nt,0.9
CCN(CC)c1nc(N(CC)CC)[nH]c(=O)n1,nt,101.0,2.7,4.1,6.0,11.9,-6.6,nt,0.5
O=C(NCCc1ccccc1)/C(=C\c1ccc([N+](=O)[O-])cc1)NC(=O)c1ccco1,-14.0,101.0,0.8,4.7,-3.2,-3.9,1.6,17.6,-0.5
Cc1ccc(N2CC(C(=O)NCc3cccnc3)CC2=O)cc1 (stereo unspecified),2.4,106.0,0.2,10.0,0.6,4.5,-3.2,5.4,-0.2
O=C(Cc1c[nH]c2ccccc12)N1CCN(S(=O)(=O)c2ccc(F)cc2)CC1,nt,nt,nt,14.5,nt,6.7,-1.0,nt,0.3
O=C(Nc1ccccc1N1CCOCC1)c1ccc2c(c1)C(=O)N(Cc1ccncc1)C2=O,3.2,103.0,-2.4,-5.7,7.4,-0.4,0.8,24.9,-3.7
O=C(Cc1ccccc1)NCCS(=O)(=O)N1CCN(c2ccccc2)CC1,nt,nt,1.9,9.8,2.3,-2.5,-5.1,nt,-1.1
Cc1ccc(O)c(-c2cc3ccccc3[nH]2)c1,6.5,82.0,5.6,-2.4,5.5,-8.3,-8.9,19.9,-0.1
CCOC(=O)c1cccc(NC(=S)NC(=O)c2cccnc2)c1,-10.9,103.0,3.9,0.0,6.5,0.8,-2.4,29.5,-0.8
Cc1noc(C)c1COc1ccc(C(=O)NCc2cccs2)cc1,nt,nt,0.7,-9.3,4.4,15.0,-5.2,nt,-3.3
Cc1nc2sc3c(O)cc(=O)[nH]c3c2c(C)c1C,1.2,nt,-5.2,14.4,1.4,3.3,-3.1,9.4,-1.6
CC1(C)Cc2cccc(OCC(=O)N3CCN(c4ccc(F)cc4)CC3)c2O1,nt,nt,-4.0,2.6,-0.5,1.6,-4.6,nt,-0.9
COc1cccc2sc(N(CCN(C)C)C(=O)/C=C/c3cccs3)nc12,-2.7,101.0,4.6,0.4,4.0,-4.0,-10.9,-8.2,-0.8
CC(=O)c1c(N2CCOCC2)nc2ccc(Cl)cc2c1-c1ccccc1,1.2,103.0,3.2,-7.3,-2.7,-17.2,2.6,1.8,0.8
CC(=O)Oc1ccc(OC(C)=O)c(SCCCCCN2CCOCC2)c1,-17.5,105.0,6.0,8.4,0.1,11.2,-6.4,22.4,4.1
Cc1ccc(C)c(NC(=S)NCCSc2ccc(Cl)cc2)c1,-0.2,74.0,6.0,3.0,2.6,-14.2,-3.0,4.2,5.6
Cc1ccc(S(=O)(=O)N=N/C=C2\C=CC=CN2O)cc1,nt,nt,nt,22.1,nt,-1.5,-5.0,nt,-0.9

# CRFR2-BP antag: what is marked active above
SMILES,pCIP destab,MEKK3 PB1 HTS,IDE inh,CRFR2-BP antag,IDE cell activ,M4 PAM,GalR3 antagonist,PHOSPHO1 inh,CRFBP-R2 agonist
O=C(O)C1C2C=CC(O2)C1C(=O)Nc1ccc(S(=O)(=O)Nc2ccccc2)cc1 (stereo unspecified),-7.7,nt,11.0,53.9*,-22.6,-2.9,-4.8,3.7,-0.5

# (list continues)
SMILES,pCIP destab,MEKK3 PB1 HTS,IDE inh,CRFR2-BP antag,IDE cell activ,M4 PAM,GalR3 antagonist,PHOSPHO1 inh,CRFBP-R2 agonist
CC[C@H](C)[C@H](NC(N)=O)C(=O)NCCc1ccc(OC)c(OC)c1,4.7,101.0,-3.2,0.7,2.5,10.2,-2.8,-19.6,-1.4
CCN(CC)c1ncnc2c1[nH]c1ccccc12,-1.2,99.0,11.1,5.2,-4.0,-3.9,-4.8,1.0,-1.1
O=C(NC1CCCCC1)n1c(=O)oc2cc(S(=O)(=O)N3CCCCC3)ccc21,-2.2,101.0,5.7,-11.9,8.7,-4.6,0.2,-4.9,0.6
O=C(N/N=C/c1cccn1-c1ccccc1)c1ccncc1,4.2,101.0,4.0,12.5,1.5,12.9,-2.7,9.1,-1.1
O=C(c1ccc(NC2=NC3CS(=O)(=O)CC3S2)cc1)N1CCN(c2ccccc2F)CC1 (stereo unspecified),-8.1,100.0,0.4,-51.8,0.1,8.7,nt,17.6,22.3
CN(c1ccccc1)c1ccc(/C=N/N2CCOCC2)cc1,-2.9,102.0,0.2,4.1,5.2,1.7,-11.7,-2.2,0.1
COc1cc(/C=C(\C#N)C(=O)c2c(C)[nH]c3ccccc23)cc(OC)c1OC,3.9,101.0,8.2,-90.5,3.3,-1.6,-0.5,-3.9,1.8
COc1ccc(C(CNC(=O)CSc2ccccc2C)N(C)C)cc1 (stereo unspecified),-12.2,90.0,-8.6,-2.5,0.8,-3.3,-4.2,27.0,-0.6
O=C(c1cc(COc2cccc(C(F)(F)F)c2)on1)N1CCc2ccccc2C1,-10.9,99.0,-2.4,14.4,1.3,3.1,0.8,-5.7,4.7
CCOc1cc(/C=C2/C(=O)N(c3ccccc3)N=C2C)ccc1OC(=O)c1cccs1,-13.4,103.0,-0.8,-40.0,6.6,-1.1,nt,-31.5,4.6
CN(C)C(=O)c1ccc(-c2nnc(NCc3ccccc3)c3ccccc23)cc1,-4.0,84.0,3.1,13.3,-7.1,-10.7,-11.5,-0.8,3.4
O=C(Cn1nnc(-c2ccccc2)n1)OC1CCOC1=O (stereo unspecified),-1.8,76.0,-0.7,9.1,4.2,13.1,-4.5,9.6,-1.8
COc1cccc(C(=O)N2N=C(c3cccc(OC)c3)CC2(O)C(F)(F)F)c1 (stereo unspecified),-3.3,99.0,-0.4,-7.7,0.0,1.8,-1.5,44.0,-0.8
Cc1c(NC(=O)c2cccc(NC(=O)COc3ccccc3C#N)c2)c(=O)n(-c2ccccc2)n1C,nt,nt,nt,-3.5,0.5,-2.5,-4.4,nt,-0.4
CN1CCC(=O)N([C@H](CSc2ccccc2)c2ccccc2)CC1,-9.9,101.0,1.9,3.9,2.1,-4.7,-4.3,-18.6,-0.7
Cn1c(SCC(=O)Nc2ccc3c(c2)OCCO3)nnc1-c1ccncc1,-7.0,98.0,8.3,-0.9,-10.7,7.1,-4.6,32.3,0.0

# Bioassay records deposited in PubChem by several laboratories.
